SMN2 splice up = qHTS Assay for Enhancers of SMN2 Splice Variant Expression; HEK293 SMN2-luciferase splicing reporter, luminescence, 30-36 h; Potency, µM (titrated, usually from 46.1 µM), inactives show at the top dose activity change, positive = activation, usual class: activators; 210,000 tested, 2.8% active; further: potency means the concentration at half of the fitted maximal effect; % of control where 0% means no effect; nearly all actives have a fitted effect of over 55% in size
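HEK293 cells carry an SMN2 […]–luciferase reporter in which exon 7 inclusion puts luciferase in frame. Cells were plated 10-12 h before compound addition, then incubated 30-36 h at 37C. ONE-Glo luminescence was read; sodium butyrate at 4.5 mM final served as control.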
HTT ATP protect = qHTS Multiplex Assay to Identify Dual Action Probes in a Cell Model of Huntington: Cytoprotection (ATP); PC12 HTT-Q103 induced, cytoprotection, ATP luminescence, 40 h; Potency, µM (highest dose often 56.4 µM), without a hit: cytoprotection (ATP increase), usual class: activators; 230,000 tested, 0.14% active; AID 1471, 2008;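 further: potency means the concentration at half of the fitted maximal effect; % of control where 0% means no effect; nearly all actives have a fitted effect of over 45% in size; toxic huntingtin expression switched on by the ecdysone agonist tebufenozide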
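Readout: ATPlite luminescence (ATP level). Model: stable PC12, inducible Htt exon1 Q103-GFP. Inducer: tebufenozide, 100 nM final. Compounds: dose series. No G418 in medium.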
Luc counter = Counterscreen for Luciferase (Kinase-Glo TM) Inhibition; Luciferin 4-monooxygenase (Photuris pensylvanica), Q27757; Kinase-Glo luciferase, ATP luminescence, 8 min; Potency, µM (series often up to 38.3 µM), inactives show top-dose activity change, negative = inhibition, most hits filed as inhibitors; 200,000 tested, 0.28% active; AID 1379, 2008; further: potency means the concentration at half of the fitted maximal effect; on the % scale 0 is the no-effect control and ±100 the full control effect; nearly all actives have a fitted effect of over 60% in size
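Compound is pinned into ATP-containing buffer (10 uM ATP, imidazole pH 7.2, 7 mM MgCl2). Kinase-Glo luciferase reagent is then added. Light output is recorded following an 8-min room-temperature incubation.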
IMPase Li cell = qHTS Assay for Identifying the Cell-Membrane Permeable IMPase Inhibitors: Potentiation with Lithium | CHO-M1 cells, IP1 TR-FRET (IP-One), carbachol + lithium | 210,000 tested, 0.35% active | Potency, µM (top dose mostly 59.4 µM), without a hit: at the top dose activity, negative = IMPase inhibition, hits mostly inhibitors | AID 1457, 2008;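 further: IP1 builds up when IMPase is blocked and the TR-FRET signal falls; potency means the concentration at half of the fitted maximal effect; plate controls were basal vehicle for no effect and high inhibitor control for full effect; nearly all actives have a fitted effect of over 50% in size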
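Steps: plate 2000 CHO-M1 cells per well and culture 16–30 h; add compound and lithium; incubate 30 min, 37C; add d2-IP1 tracer and Eu cryptate anti-IP1 antibody in lysis buffer; read after 10 min at room temperature.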
LMNA splice mod = qHTS Assay for Modulators of Lamin A Splicing; HeLa LMNA splicing GFP/RFP minigene ratio, 48 h; AID 1487, 2009; 200,000 tested, 0.01% active; Potency, µM (series often up to 46.1 µM), for inactives: at the top dose ratio change, negative = inhibition, usual class: inhibitors; active means well fitted inhibition curve with a large enough effect in the signal ratio, with a control signal flat, not every such curve was filed as active; inconclusive means small, poorly fitted or top-dose-only effect, or effect the other way, or a change in a side signal; the % refers to the signal ratio; further: potency means the concentration at half of the fitted maximal effect; on the % scale 0 is the no-effect control and ±100 the full control effect
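Read-out is the ratio of GFP to DsRed2 object intensity, acquired by 488 nm laser-scanning cytometry on HeLa lamin A-EGFP minigene reporter cells. Compound incubation 48 hrs at 37 °C in Opti-MEM with 2% FBS; DMSO 0.5% final.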
HttQ103 aggreg = qHTS Multiplex Assay to Identify Dual Action Probes in a Cell Model of Huntington: Aggregate Formation (GFP); Potency, µM (highest dose often 46.1 µM), inactives show at the top dose activity change, negative = inhibition, actives largely listed as inhibitors; 220,000 tested, 1.1% active; PC12 HttQ103-GFP aggregates, Acumen cytometry, 40 h; further: potency means the concentration at half of the fitted maximal effect; on the % scale 0 is the no-effect control and ±100 the full control effect; nearly all actives have a fitted effect of over 60% in size
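Steps: seed 1500 PC12 HTTQ103-GFP cells/well; add tebufenozide, 100 nM final; add compound titration; add ATPLite reagent; quantify GFP aggregates by laser scanning cytometry.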
CBFb RUNX1 block = qHTS Assay for Compounds Blocking the Interaction Between CBF-beta and RUNX1 for the Treatment of Acute Myeloid Leukemia; 230,000 tested, under 10 active; AlphaScreen CBFb-His/RUNX1-biotin binding, biochemical; AID 1477, 2009; Potency, µM (titrated, usually from 59.8 µM), for the others: at the top dose activity, negative = inhibition, actives largely listed as inhibitors; further: % of control where 0% means no effect
Target sequence (Q01196 whole entry, looked up): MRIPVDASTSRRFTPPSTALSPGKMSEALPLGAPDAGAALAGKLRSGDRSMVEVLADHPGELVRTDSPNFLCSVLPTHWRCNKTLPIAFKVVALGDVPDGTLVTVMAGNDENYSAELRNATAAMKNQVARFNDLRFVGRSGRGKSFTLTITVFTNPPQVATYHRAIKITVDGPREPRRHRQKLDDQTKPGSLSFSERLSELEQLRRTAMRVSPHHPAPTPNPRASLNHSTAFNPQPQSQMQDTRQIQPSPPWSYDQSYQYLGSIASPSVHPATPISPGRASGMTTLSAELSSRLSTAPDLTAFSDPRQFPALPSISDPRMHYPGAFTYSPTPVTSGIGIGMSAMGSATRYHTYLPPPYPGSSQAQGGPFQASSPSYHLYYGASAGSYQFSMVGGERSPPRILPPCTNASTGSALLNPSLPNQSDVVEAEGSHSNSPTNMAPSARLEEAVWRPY
Target sequence (Q13951 whole entry, looked up): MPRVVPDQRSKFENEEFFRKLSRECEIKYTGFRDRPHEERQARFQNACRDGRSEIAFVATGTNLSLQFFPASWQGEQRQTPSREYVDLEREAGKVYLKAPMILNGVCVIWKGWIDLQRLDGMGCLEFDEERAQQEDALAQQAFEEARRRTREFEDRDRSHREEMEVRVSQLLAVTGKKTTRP
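Room-temperature protein-protein interaction test with 30 nM each of His-tagged CBF-beta and biotinylated RUNX1, 15 min with compound, then 90 min with nickel plus streptavidin beads. Signal read in AlphaScreen mode.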
* hit, by the source's call; ? = inconclusive; nt = not tested or not shown; & = joins results of further samples; [ ] = dose if it differs, or a comment. Unless noted, the call rests on the fitted dose curve; in most records, active means well fitted curve in the direction sought with a large enough effect; inconclusive means small, poorly fitted or top-dose-only effect, or another doubt; inactive means no such curve, though single readings can be large; an effect the other way counts as inactive or inconclusive.

SMILES	SMN2 splice up	HTT ATP protect	Luc counter	IMPase Li cell	LMNA splice mod	HttQ103 aggreg	CBFb RUNX1 block
CCOc1ccccc1N1CCN(CC(=O)NC(=O)NCc2ccco2)CC1	27.2%	21.0%[10 µM]	3.5%	16.4%	-8.5%[46 µM]	12.2%	7.7%
Cc1cc(C(=O)N2CCN(c3ncccn3)CC2)c2cc(F)ccc2n1	-4.4%	10.4%	9.5%	-9.6%[38.3 µM]	?	-7.0%	-3.1%
Cc1cc(C)c(NS(=O)(=O)c2ccc(NC(=O)c3cccs3)cc2)c(C)c1	-23.2%	-11.4%[10 µM]	-0.6%	10.7%	?	12.7%	-13.9%
O=C(O)Cc1ccc(-c2ccccc2)cc1	-25.0%	?	-4.6%	1.8%&2.3%	?	4.1%	4.9%
CCOc1ccc(C(=O)Nc2ccc(N3CCCC3)cc2)cc1	-7.4%	-23.6%[10 µM]	0.0%	0.0%	-9.8%	5.8%	?
CCCCNC(=O)COC(=O)c1ccc(NS(=O)(=O)c2ccc3c(c2)OCCO3)cc1	3.0%	4.2%	2.3%	22.9%[38.3 µM]	22.6%	7.3%[9.22 µM]	0.5%
Cc1ccccc1NC(=S)NC(C)C(c1ccccc1)N1CCN(C)CC1 (configuration not stated)	-0.6%	13.7%	0.7%	-1.4%	4.5%[46 µM]	9.5%	14.6%
CC(C)=C1SC(N2CCN(c3cccc(Cl)c3)CC2)=NC1=O	-17.2%	nt	0.2%	12.0%	?	-15.3%	-4.9%
O=C1c2ccc(-c3ccc4c(c3)C(=O)N(CCO)C4=O)cc2C(=O)N1CCO	nt	13.3%[10 µM]	nt	nt	nt	8.1%[9.22 µM]	17.7%
Cc1ccc(CNC(=O)Cn2c(=O)c3sccc3n(Cc3cccc([N+](=O)[O-])c3)c2=O)cc1	4.4%	2.1%[10 µM]	0.4%	-0.6%	14.9%	-11.0%	-2.1%
N#CC(C(=O)O)=C1CCCC1	-7.2%	-1.3%	-0.3%	-14.0%[38.3 µM]	4.7%	-5.9%	7.3%
CCN(C(=O)COC(=O)CNC(=O)c1ccc2ccccc2c1)C1CCS(=O)(=O)C1 (configuration not stated)	-3.8%	-0.5%[10 µM]	-9.2%	0.8%	6.5%[46 µM]	5.7%	-4.0%
COc1ccc(CCC(=O)Nc2cc([N+](=O)[O-])ccc2OC)cc1	-44.2%	nt	17.9%	-0.5%	?	29.3%	11.4%
Cc1ccc(C2(C)NC(=O)N(CC(=O)Nc3c(C)n(C)n(-c4ccccc4)c3=O)C2=O)cc1 (configuration not stated)	-3.4%	nt	2.8%	-5.3%	-1.2%	40.2%	1.9%
COc1ccc(/C=C(/NC(=O)c2ccccc2Cl)C(=O)O)cc1	0.3%	16.1%[10 µM]	2.5%	-1.5%	3.9%[46 µM]	19.7%[9.22 µM]	2.9%
COc1cc(/C=N/N2C(=O)c3ccccc3C2=O)ccc1O	15.2%	nt	-8.6%	-3.3%	9.3%	4.1%	2.4%
O=c1c2[nH]c3ccc(Br)cc3c2ncn1CCCn1ccnc1	-6.4%	4.5%	-2.5%	5.62µM*	?	-10.1%	-2.8%
Cc1cc(NC(=O)Cc2cn3ccsc3n2)n(-c2ccccc2)n1	-1.0%	-2.4%[10 µM]	-5.2%	7.7%	-0.7%	-8.1%	11.5%
COc1ccc(Nc2nc(Nc3ccc(OC)cc3)nc(-n3[nH]c(=O)c(C)c3C)n2)cc1	-16.2%	-67.6%[inhibitor]	-0.2%	15.3%[38.3 µM]	-5.3%	?	-22.2%
CCc1ccc(-n2c(SCc3cc(=O)n4cc(Br)ccc4n3)nc3[nH]ncc3c2=O)cc1	nt	17.6%	nt	-9.0%	nt	?	-1.0%
COC(=O)c1ccccc1NC(=O)C(C)c1ccc([N+](=O)[O-])cc1 (configuration not stated)	-22.7%	nt	0.3%	19.5%	-13.6%[46 µM]	-6.2%	12.0%
COC(=O)c1ccccc1NC(=O)CNc1cc(Cl)ccc1N1CCOCC1	-6.5%	1.5%[10 µM]	-3.6%	15.6%[38.3 µM]	-1.8%	32.1%	-12.4%
COc1ccc(C(=O)c2ccc(N3CCOCC3)c([N+](=O)[O-])c2)cc1	nt	24.4%[10 µM]	2.0%	4.2%	8.4%[46 µM]	-6.5%[9.22 µM]	2.9%
CC(=O)c1cc(-c2ccccc2)n(CC(=O)N2CCC(C)CC2)c1C	-7.4%	8.9%[10 µM]	2.4%	12.5%	-3.9%	26.3%	3.3%
C=CCN(C(=O)CNC(=O)c1ccco1)C(C(=O)NC1CCCCC1)c1ccccc1F (configuration not stated)	1.8%	0.8%[1.9 µM]	-2.6%	22.8%[38.3 µM]	-5.1%	26.8%	-0.8%
COC(=O)C[N+](C)(C)C/C=C\c1ccccc1	-21.8%	nt	-0.1%	18.3%	nt	nt	-1.5%
CCC(C)(C)NC(=O)/C=C/c1cnc2ccccc2n1	?	nt	1.3%	-1.9%	18.1%	8.0%	-1.4%
CC(C)C[C@@H](CSc1ccc(Br)cc1)N1CCN(C)CCC1=O	nt	-16.0%[10 µM]	nt	nt	nt	-25.7%[9.22 µM]	7.7%
Nc1cc(=O)[nH]c(=S)n1-c1cccc(C(F)(F)F)c1	10.7%	3.8%	-2.9%	24.9%[38.3 µM]	5.0%	-9.5%	1.5%
Cc1ccc(Cl)cc1Nc1nc(-c2sc(NC(=O)c3cccc(Cl)c3)nc2C)cs1	-1.6%	-37.0%	-1.0%	-2.8%[38.3 µM]	?	-21.1%	-3.8%
COc1ccccc1N1CCN(C(=O)COc2ccc(C)cc2Br)CC1	1.3%	-30.9%	-2.2%	0.6%[38.3 µM]	?	0.9%	-3.2%
O=[N+]([O-])c1ccc(N2CCN(S(=O)(=O)c3ccccc3)CC2)cc1NCC1CCCO1 (configuration not stated)	-15.8%	25.0%[10 µM]	0.7%	2.7%	-3.8%	10.7%	-0.7%
Cc1cc(C)nc(SCc2nc3ccccc3n2C)n1	-8.4%	-6.6%[10 µM]	-1.2%	-2.4%[38.3 µM]	0.3%	32.2%	-1.7%
O=c1oc2ccccc2cc1-c1csc(Nc2nc3c(F)cccc3s2)n1	-28.1%	-9.8%[10 µM]	-2.5%	3.2%	?	11.0%	8.0%
O=C(NN=C1CCC(=NNC(=O)c2cccnc2)CC1)c1cccnc1	nt	-17.7%[10 µM]	-1.0%	2.0%	nt	-0.6%[9.22 µM]	1.3%
Cc1cccc(NC(=O)Nc2cccc(Oc3c(F)c(F)c(F)c(F)c3F)c2)c1	-47.9%[inhibitor]	-67.3%[inhibitor]	2.4%	22.7%[38.3 µM]	?	?	6.9%
O=C1OCC(CO)(CO)N=C1NNc1ccccc1[N+](=O)[O-]	nt	11.5%[10 µM]	nt	nt	nt	11.0%[9.22 µM]	-10.9%
S=c1[nH]nc(-c2ccc(Cl)cc2)n1CCCN1CCOCC1	-11.9%	-15.4%	0.8%	4.0%	nt	20.3%	2.3%
CCOC(=O)C(=CNc1cc(C)ccn1)C(=O)OCC	0.6%	2.3%[1.9 µM]	2.5%	-1.6%	-7.0%	10.5%	8.7%
CN(C)c1ccc(C2/C(=C(/O)c3ccccc3)C(=O)C(=O)N2CCCC(=O)O)cc1 (configuration not stated)	nt	-0.4%[10 µM]	nt	nt	nt	-27.8%[9.22 µM]	28.5%
COc1ccc(C2=NN(C(=S)Nc3ccccc3)C(c3ccccc3)C2)cc1 (configuration not stated)	20.4%	nt	3.4%	-7.0%	9.6%	3.0%	-13.5%
O=C(CSc1nc2ccccc2c(=O)n1Cc1ccco1)N1CCN(c2ccccc2)CC1	-4.0%	-16.0%	2.9%	17.3%[38.3 µM]	?	-18.2%	-14.2%
O=C(NCCc1ccccc1)C1CCC(CNS(=O)(=O)c2cccc3cccnc23)CC1 (configuration not stated)	nt	-2.5%[10 µM]	nt	nt	nt	-7.0%[9.22 µM]	6.7%
COCCNC(=O)C1CCCN(c2nn3c(=O)cc(C)nc3s2)C1 (configuration not stated)	-12.6%	6.7%	-0.8%	-4.2%[38.3 µM]	0.8%	20.9%	-10.1%
CC1CC[C@@]23CCC4(C)[C@@]5(C)CCC6C(C)(C)C(O)CC[C@@]6(C)C5C=C[C@@]4(OC2=O)C3C1C (some centres not stated)	0.6%	nt	0.3%	3.7%	5.6%	nt	nt
CCOC(=O)c1sc(=S)n(-c2ccc(OC)cc2)c1C	nt	-21.6%[10 µM]	nt	nt	nt	-4.1%[9.22 µM]	2.9%
CC(C)C(=O)c1cc2c(cc1NC(=O)c1ccccc1)OCCO2	-34.3%[inhibitor]	-19.9%	0.3%	16.3%[38.3 µM]	8.1%	-3.8%	?
COC(=O)c1cc(C(=O)c2ccccc2)n2c(=O)/c(=C\N(C)C)sc12	nt	10.1%[10 µM]	nt	nt	nt	12.9%[9.22 µM]	2.4%

In the list so far, 4 contain two or more sulfur atoms:
SMILES	SMN2 splice up	HTT ATP protect	Luc counter	IMPase Li cell	LMNA splice mod	HttQ103 aggreg	CBFb RUNX1 block
Cc1cc(C)c(NS(=O)(=O)c2ccc(NC(=O)c3cccs3)cc2)c(C)c1	-23.2%	-11.4%[10 µM]	-0.6%	10.7%	?	12.7%	-13.9%
Cc1ccc(Cl)cc1Nc1nc(-c2sc(NC(=O)c3cccc(Cl)c3)nc2C)cs1	-1.6%	-37.0%	-1.0%	-2.8%[38.3 µM]	?	-21.1%	-3.8%
O=c1oc2ccccc2cc1-c1csc(Nc2nc3c(F)cccc3s2)n1	-28.1%	-9.8%[10 µM]	-2.5%	3.2%	?	11.0%	8.0%
CCOC(=O)c1sc(=S)n(-c2ccc(OC)cc2)c1C	nt	-21.6%[10 µM]	nt	nt	nt	-4.1%[9.22 µM]	2.9%

Bioassay records: PubChem, National Center for Advancing Translational Sciences (NCATS)
